# ERb SRC1 inh – ER-beta (human) coactivator binding inhibition; Q92731; TR-FRET ER-beta LBD / SRC1-Cy5 peptide binding; receptor agonist-loaded with 1 µM estradiol; inhibition, % at 25.6 µM; actives 1.3% (n = 86,000); AID 633;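 active = compounds whose percent inhibition of the receptor-coactivator binding signal exceeds about 50% in the single-dose screen, limit read from the data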;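 note: 0% = receptor plus peptide wells without compound and 100% = peptide-only wells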
# Target sequence (Q92731 whole entry, looked up, the tested form may be a part): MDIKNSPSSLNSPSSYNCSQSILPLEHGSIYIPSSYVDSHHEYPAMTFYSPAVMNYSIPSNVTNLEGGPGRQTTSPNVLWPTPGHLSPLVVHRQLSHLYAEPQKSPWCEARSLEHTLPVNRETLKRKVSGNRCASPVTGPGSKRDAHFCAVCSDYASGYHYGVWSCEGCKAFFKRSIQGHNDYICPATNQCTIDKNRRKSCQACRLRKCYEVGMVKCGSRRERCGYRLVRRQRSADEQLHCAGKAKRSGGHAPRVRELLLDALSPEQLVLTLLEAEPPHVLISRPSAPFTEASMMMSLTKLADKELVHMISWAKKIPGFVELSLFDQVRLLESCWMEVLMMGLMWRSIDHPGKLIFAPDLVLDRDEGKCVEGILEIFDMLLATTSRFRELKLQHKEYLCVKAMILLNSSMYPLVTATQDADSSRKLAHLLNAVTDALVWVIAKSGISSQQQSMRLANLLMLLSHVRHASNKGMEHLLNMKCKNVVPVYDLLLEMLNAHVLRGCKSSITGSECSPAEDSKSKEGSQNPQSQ
# ERa coact pot – ER-alpha (human) coactivator binding potentiation; P03372; TR-FRET ERalpha-LBD/SRC-Cy5 coactivator binding, 2 h; 100 = basal binding, no effect; coactivator binding (% of control), % at 25.6 µM; actives 1.3% (n = 86,000); AID 639; in the data active = activity above about 200%;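 note: binding measured in presence of low estradiol as agonist stimulus; 0% = peptide alone without receptor and 100% = receptor with peptide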
# sEH activator – activators of human soluble epoxide hydrolase. P34913. actives 0.04% (n = 91,000). activation, % at 2 µM. AID 717. purified human sEH enzymatic activity, activator screen; in the data active = activation above about 37%; note: values of inactives mirror those of a sister screen read the other way
# Lung fibro prol – blocks proliferation of human lung fibroblasts; LL 47 human lung fibroblast viability, ATP luminescence; hits give low values; AID 719; viability, % at 10 µM; actives 1.1% (n = 85,000);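 active = viability at or below 50% in the single dose screen; inactive = viability above 50%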;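 note: compound exposure lasted 72 h before the ATP readout; 100% = median luminescence of untreated cell-only wells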
#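 Benchmarks: Cell-only wells, no compound | Test system: LL 47 human lung fibroblasts, passage 12 or lower | Input: 1,150 cells/well | Measured by: CellTiter-Glo luminescence measuring cellular ATP | Medium: IMEM, 15% FBS supplement | Schedule: Overnight attachment after seeding, then 72 h compound exposure at 37 °C | Doses: Compound addition at 0.1% DMSO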
# HUVEC inhibit – human endothelial cell proliferation inhibition; HUVEC proliferation, CellTiter-Glo luminescence, 72 h; hits give low values; viability, % at 10 µM (by protocol); actives 1.1% (n = 86,000); AID 648;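 active = viability at or below 30%; inactive = viability above 30%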;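 note: 100% = median luminescence of DMSO-only cell control wells on each plate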
# Calb biofilm kill – kills Candida albicans biofilms | C. albicans biofilm + clotrimazole, Alamar Blue | inhibition, % at 6 µM | actives 0.14% (n = 85,000);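 active = inhibition above 20%; inactive = inhibition below 20%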;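 note: preformed 24 hr biofilms exposed to compound for 48 hr; 0% = biofilm without compound and 100% = blank killed by clotrimazole plus chlorhexidine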
# Smad3 inh – Smad3 (human) transcription factor binding inhibition; TR-FRET Smad3/Dy647-FoxH1 peptide binding, europium anti-His; inhibition, % at 25 µM; actives 0.29% (n = 88,000);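 active = compounds that reduce the energy-transfer binding signal between the protein and its labelled peptide by more than half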;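 note: 0% = Smad3 plus labelled peptide maximal FRET and 100% = peptide-only background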
# Target sequence (P84022 whole entry, looked up): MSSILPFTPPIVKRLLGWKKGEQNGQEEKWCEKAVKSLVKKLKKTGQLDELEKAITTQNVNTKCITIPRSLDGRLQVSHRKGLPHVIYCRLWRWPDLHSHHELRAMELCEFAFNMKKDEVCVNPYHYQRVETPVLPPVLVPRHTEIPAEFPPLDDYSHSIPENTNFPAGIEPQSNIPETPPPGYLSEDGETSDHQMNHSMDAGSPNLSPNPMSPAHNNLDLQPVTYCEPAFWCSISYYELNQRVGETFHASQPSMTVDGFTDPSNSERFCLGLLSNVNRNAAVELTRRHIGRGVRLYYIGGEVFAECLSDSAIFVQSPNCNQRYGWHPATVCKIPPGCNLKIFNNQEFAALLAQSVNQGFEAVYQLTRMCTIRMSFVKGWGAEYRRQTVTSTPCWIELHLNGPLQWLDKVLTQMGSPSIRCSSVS
# H69AR inhibit – blocks growth of human H69AR lung tumor cells; H69AR lung tumor viability, ATP luminescence, 72 h; hits give low values; viability, % at 10 µM; actives 6% (n = 85,000); AID 598;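 active = viability at or below 40%; inactive = viability above 40%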;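 note: multidrug resistant small cell line overexpressing MRP-1 efflux transporter; 100% = mean luminescence of untreated control wells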
# ERa SRC1 inh – blocks coactivator binding to human estrogen receptor alpha; P03372; TR-FRET ER-alpha LBD / SRC-1 peptide, estradiol-bound; inhibition, % at 25.6 µM; actives 1.7% (n = 86,000); AID 629; in the data active = inhibition above about 50%;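 note: 0% = receptor plus peptide control and 100% = peptide only without receptor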
# * = called active by the depositor; x = no result given; [ ] = remark or other dose. An excerpt; the hit share may differ from the screen's.
Structure	ERa SRC1 inh	HUVEC inhibit	Calb biofilm kill	sEH activator	Lung fibro prol	ERb SRC1 inh	Smad3 inh	ERa coact pot	H69AR inhibit
Cc1c(NC(=O)CN2CCCc3ccccc32)c(=O)n(-c2ccccc2)n1C	-5	89	-1	2	94	4	-5	104	91
COc1ccc(-n2c(SCC(=O)N3CCCCC3)nc(O)cc2=O)cc1	-4	96	7	-2	95	-2	-2	106[fluorescence artefact?]	101
CSc1nnc([C@H](C)NC(=O)OC(C)(C)C)o1	3[fluorescence artefact?]	93	4	2	99	-9[fluorescence artefact?]	10	140	97
Cc1cc(C)c(C(=O)CSC2=NC(N)=C(C#N)C3(CCCCC3)C2C(N)=O)cc1C (stereo not drawn)	-1	90	9	0	101	-13	6	96	12*
O=C(N/C(=N\O)c1ccccc1)Nc1ccc(Cl)cc1	-29	72	4	-13	92	-25[fluorescence artefact?]	8	92	100
CCOC(=O)CSc1nnc(Cc2ccccc2)n1Cc1ccco1	-6	101	8	-9	98	2[fluorescence artefact?]	3	138	98
CCN(CC)S(=O)(=O)c1ccc(NC(=O)CN(c2cccc(C)c2)S(C)(=O)=O)cc1	39	96	4	-21	93	6	14[fluorescence artefact?]	91	70
COC(=O)[C@H](Cc1ccccc1)NC(=O)N1CCCCC1C (stereo partly drawn)	-7	99	9	9	95	-2	8	132	88
COc1cc(CNC(=O)c2ccc(Cn3nc(C)c(Cl)c3C)o2)cc(OC)c1	-12	92	-1	-10	105	-1	-10	87	87
COc1cc(C)c(S(=O)(=O)NCc2cccs2)cc1C	3	89	5	-4	97	-4	-1	113	112
S=C(c1ccc(-c2cccc(Cl)c2)o1)N1CCOCC1	-4	100	3	x	95	4	5	80	77
CCOc1ccc(C(=O)c2ccc(OCC)c(N)c2)cc1N	-4	55	3	0	90	-3	9	112	13*
COc1ccccc1N1CCN(S(=O)(=O)Cc2ccccc2Cl)CC1	-29	83	2	-3	87	-20	-2	112	93
Cc1cc(C)n(-c2ccc(C(=O)Nc3ccc(N4CCOCC4)cc3)cc2)n1	1	97	-4	10	96	9	7	85	79
O=C(CSc1nnnn1-c1cccc2c1CCCC2)N1CCCC1	-20	89	6	9	94	-18	6	107	95

# Fetched by structure from the list above:
Structure	ERa SRC1 inh	HUVEC inhibit	Calb biofilm kill	sEH activator	Lung fibro prol	ERb SRC1 inh	Smad3 inh	ERa coact pot	H69AR inhibit
COc1cc(CNC(=O)c2ccc(Cn3nc(C)c(Cl)c3C)o2)cc(OC)c1	-12	92	-1	-10	105	-1	-10	87	87
S=C(c1ccc(-c2cccc(Cl)c2)o1)N1CCOCC1	-4	100	3	x	95	4	5	80	77
COC(=O)[C@H](Cc1ccccc1)NC(=O)N1CCCCC1C (stereo partly drawn)	-7	99	9	9	95	-2	8	132	88

# Further entries follow:
Structure	ERa SRC1 inh	HUVEC inhibit	Calb biofilm kill	sEH activator	Lung fibro prol	ERb SRC1 inh	Smad3 inh	ERa coact pot	H69AR inhibit
CN(C)CCNC(=O)c1ccccc1	3	99	8	-12	100	-11	3	113	101
CCN1CCc2c(C#N)c(N3CCCCC3)nc(NCc3ccccc3)c2C1	6	58	5	-1	90	4	7	74	53
O=C1CSC(c2cccc(F)c2)N1c1ccc(O)cc1 (stereo not drawn)	6[fluorescence artefact?]	96	-2	20	107	2	1	95	101
CCCC(NS(=O)(=O)c1ccc(OC)cc1)C(=O)O (stereo not drawn)	0	104	8	x	104	1	-4	96	104
c1ccc2oc(-c3nn4c(Cn5cnc6ccccc65)nnc4s3)cc2c1	6	86	9	x	92	6	3	94	96
CCN(CC)CCCN1C(=O)C(O)=C(C(=O)c2ccco2)C1c1ccc(C)o1 (stereo not drawn)	-9	105	-5	7	102	1	9	104	92
O=c1oc2ccccc2n1CCCOc1ccccc1	1	99	-7	x	101	-8	4	128	92
CNC(=O)C1=C(C)Nc2nc3ccccc3n2C1c1cccc(OC)c1 (stereo not drawn)	2[fluorescence artefact?]	98	9	x	96	-5[fluorescence artefact?]	-8	113	91
CN(C)c1nc(N2CCCCC2)nc(N2CCCCC2)n1	4[fluorescence artefact?]	113	8	x	87	-8	-7	108	107
CCOc1ccc(NS(=O)(=O)c2ccc(OCC)c3ncccc23)cc1	8	66	-4	-2	76	16	-13	90	16*
O=C1C2CC=C(Cl)CC2C(=O)N1CCCCCCN1C(=O)C2CC=C(Cl)CC2C1=O (stereo not drawn)	56*	103	5	0	98	44	26[fluorescence artefact?]	195[fluorescence artefact?]	81
COCCn1c(C)cc(C(=O)COC(=O)c2ccc(-n3nc(C)cc3C)cc2)c1C	-8	111	x	5	106	-5	6	117	100
CC1=NC(=O)C(N=Nc2ccccc2C)N1c1ccccc1 (stereo not drawn)	-11	99	4	-5	104	-6	-5	110	88
Cc1ccc(C2c3c(oc4ccc(Cl)cc4c3=O)C(=O)N2CCCN2CCOCC2)o1 (stereo not drawn)	13	92	10	5	90	6	3	77[fluorescence artefact?]	70
CCC1CCCCN1CCNS(=O)(=O)c1ccc2c(c1)CCN2C(C)=O (stereo not drawn)	-5	97	6	0	91	-7	-2	118	99
O=C(COc1ccccc1)Nc1ccc2c(c1)nc1n2CCSC1	8[fluorescence artefact?]	90	2	x	104	-5[fluorescence artefact?]	2	117	92
Cc1ccccc1-n1nnnc1SCC(=O)Nc1ccc(S(=O)(=O)N2CCCC2)cc1	10[fluorescence artefact?]	93	-1	-67	91	13[fluorescence artefact?]	-5	85	81
O=C(Nc1ccc(Br)cc1)/C(=C/c1cccc([N+](=O)[O-])c1)NC(=O)C1CCCCC1	-4	91	-3	10	98	-11	7	113	96
CCc1ccc2[nH]c(=O)c(C(c3nnnn3CCOC)N3CCN(c4ccc(F)cc4)CC3)cc2c1 (stereo not drawn)	-9	75	6	4	96	-10	9	96[fluorescence artefact?]	65
Cn1cccc1C(=O)NC(=O)COC(=O)c1ccccc1Sc1ccccc1C#N	10[fluorescence artefact?]	101	3	-40	112	17[fluorescence artefact?]	5	153[fluorescence artefact?]	92
O=C1C(SC(F)(F)C(F)F)=C(C(F)(F)F)OC2C3C=CC(C3)C12 (stereo not drawn)	33	99	6	13	104	6	-3	69	100
Cc1nnc(SCCn2c(N3CC(C)CC(C)C3)nc3c2c(=O)n(C)c(=O)n3C)s1 (stereo not drawn)	-4	105	4	5	97	-3	7	105	97
Clc1ccccc1Cn1nnc2c(Nc3ccccc3)ncnc21	-6	101	-2	x	99	-1	2	103	x
COc1cc(NS(=O)(=O)c2ccc(NS(=O)(=O)c3ccccc3)cc2)nc(OC)n1	-10	99	0	4	102	-6	-1	115	108
CC1CCN(C(=O)CN(C)S(=O)(=O)c2cccc3nsnc23)CC1	4	92	-1	-10	106	-12[fluorescence artefact?]	8	109	103
COc1ccccc1-n1c(SCC(=O)O)nnc1-c1ccc(S(=O)(=O)N2CCCCC2)cc1	1	101	8	5	105	0	12	103	67
Cc1cc(C)cc(-n2nnc(C(=O)NCc3ccc(Cl)cc3)c2N)c1	8[fluorescence artefact?]	74	4	-20	103	3[fluorescence artefact?]	6	120	76
Cc1ccc(OC(=O)c2cc3ccccc3o2)cc1	-4	86	4	-3	100	-4	0	81	104
CCOC(=O)COc1ccc(N)cc1CC(NC(C)=O)(C(=O)OCC)C(=O)OCC	-6	101	9	x	100	-4	1	117	91
CC(C)Sc1nc2c(cnn2-c2ccc(F)cc2)c(=O)[nH]1	1	76	-4	-21	91	10[fluorescence artefact?]	13	141[fluorescence artefact?]	63
O=C(CN1CCN(Cc2ccc(Cl)cc2)C1=O)NCCN1CCCC1	-4	98	20	x	98	-13	3	119	94
CCN1CCCC1CNCc1ccc(Cl)cc1Cl (stereo not drawn)	2[fluorescence artefact?]	86	-3	x	108	-1[fluorescence artefact?]	15[fluorescence artefact?]	98	84
CCC1S/C(=C(\C#N)C(=O)NCc2ccco2)N(c2ccc(F)cc2)C1=O (stereo not drawn)	-3	88	8	-9	91	-1	0	91[fluorescence artefact?]	86
CCOC(=O)c1cc2sc(C)cc2n1CC(=O)Nc1cccc(C)c1C	2	89	8	x	99	1	-7[fluorescence artefact?]	156	89
O=C(NCc1ccccc1)NC1(C(=O)N2CCCC2)CCCCC1	9[fluorescence artefact?]	100	4	6	101	-11[fluorescence artefact?]	2	121	103
COc1ccc(CNC(=O)C2CSC(c3ccc(OC)cc3)N2C(C)=O)cc1 (stereo not drawn)	-3	94	9	-19	101	0	-10	104	81
O=C(Nc1cccnc1)C1COc2ccccc2O1 (stereo not drawn)	10	101	-4	20	109	16[fluorescence artefact?]	-4	82	98
O=C(c1nc2nc(-c3cccs3)cc(C(F)(F)F)n2n1)N1CCN(Cc2ccccc2)CC1	-6	107	5	-3	104	6	9	93	85
Cc1nc2cc(NC(=O)NCc3ccccc3)ccc2o1	3	115	-2	-28	108	0	-1	94	95
CN(C)c1ccc(CN(C(=O)c2ccco2)C2CCS(=O)(=O)C2)cc1 (stereo not drawn)	-4	88	7	15	98	-7	1	112	90
COc1ccc2c(c1OC)C(=O)OC2CC(=O)c1ccc2c(c1)OCO2 (stereo not drawn)	-7	83	-4	-1	109	2	6	105	91
O=C(NCc1ccco1)c1cccc(N2CCCC2=O)c1	-9	97	6	3	105	-3	10	100	100
CCN1C(=O)CC(N2CCOCC2)C1=O (stereo not drawn)	-7	102	-2	-1	101	17	1	76	101
N#Cc1c(N)nc(SCc2ccncc2)c(C#N)c1-c1cccs1	-1	83	5	x	65	-6	3	267*[fluorescence artefact?]	85
COc1ccc(CCNC(=O)CN2CCN(c3cccc(Cl)c3)CC2)cc1OC	1	94	0	2	94	3	2	118	77
O=C(NCc1cccnc1)C1CCCN(Cc2cnn(-c3ccccc3)c2-n2cccc2)C1 (stereo not drawn)	-1	93	-1	0	106	-2	-11	96	81
COc1ccccc1NC(=O)CN(Cc1ccccc1)S(C)(=O)=O	1	91	8	3	97	2	3	99	96
CC(=O)N1CCc2cc(S(=O)(=O)NCCC(=O)Nc3cccc(C)c3)ccc21	2[fluorescence artefact?]	96	7	x	100	1[fluorescence artefact?]	6	111	92
Cc1cccn2c(=O)c3cc(C(=O)NCCN4CCOCC4)c(=N)n(CCc4ccccc4)c3nc12	-6[fluorescence artefact?]	69	5	4	69	-5	-1	112[fluorescence artefact?]	88
CC(C)N(CCCNC(=O)C1CCN(S(=O)(=O)N2CCOCC2)CC1)Cc1ccccc1	-5	88	8	11	101	-4	1	113	93
CC(=O)C1=NN(c2ccccc2)C(c2cccs2)N1c1ccccc1 (stereo not drawn)	1	109	2	15	89	8	6	91	63
CCOc1ccccc1NC(=O)Cn1cnc2c(nnn2-c2cccc(OC)c2)c1=O	27	88	-8	x	92	18	6	111[fluorescence artefact?]	64
O=c1c2ccccc2cnn1-c1ccc(Br)cc1	-7	91	5	3	89	-12	-3	117	85
CCN(CC)c1ncnc2sc(C(=O)N3CCN(c4ccc(OC)cc4)CC3)c(C)c12	-49	79	7	x	106	-31	11	98	67
O=C(Nc1ccc2nn(-c3ccccc3)nc2c1)c1ccc2c(c1)OCO2	51*	43	9	-15	104	36	-19	181[fluorescence artefact?]	87
CC(C)COc1cc(=O)[nH]c(SCC(C)C)n1	2	107	0	-3	103	-6	-1	111[fluorescence artefact?]	77
